From PubChem
ROC1-CUL1 inh: inhibitors of human ROC1-CUL1 ubiquitin ligase activity; 0.6% of 140,000 active; E3 ubiquitin-protein ligase RBX1 (Homo sapiens) + Cullin-1 (Homo sapiens), P62877+Q13616; inhibition, % at 10 µM; AID 1347404, 2020; in vitro K48 di-Ub FRET, acceptor:donor ratio, 45 min; in the data active means inhibition above about 25%
Target sequence (P62877 whole entry, looked up): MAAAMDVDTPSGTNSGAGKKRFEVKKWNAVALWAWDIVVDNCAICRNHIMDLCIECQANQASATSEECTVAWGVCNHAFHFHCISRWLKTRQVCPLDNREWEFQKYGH
Target sequence (Q13616 whole entry, looked up): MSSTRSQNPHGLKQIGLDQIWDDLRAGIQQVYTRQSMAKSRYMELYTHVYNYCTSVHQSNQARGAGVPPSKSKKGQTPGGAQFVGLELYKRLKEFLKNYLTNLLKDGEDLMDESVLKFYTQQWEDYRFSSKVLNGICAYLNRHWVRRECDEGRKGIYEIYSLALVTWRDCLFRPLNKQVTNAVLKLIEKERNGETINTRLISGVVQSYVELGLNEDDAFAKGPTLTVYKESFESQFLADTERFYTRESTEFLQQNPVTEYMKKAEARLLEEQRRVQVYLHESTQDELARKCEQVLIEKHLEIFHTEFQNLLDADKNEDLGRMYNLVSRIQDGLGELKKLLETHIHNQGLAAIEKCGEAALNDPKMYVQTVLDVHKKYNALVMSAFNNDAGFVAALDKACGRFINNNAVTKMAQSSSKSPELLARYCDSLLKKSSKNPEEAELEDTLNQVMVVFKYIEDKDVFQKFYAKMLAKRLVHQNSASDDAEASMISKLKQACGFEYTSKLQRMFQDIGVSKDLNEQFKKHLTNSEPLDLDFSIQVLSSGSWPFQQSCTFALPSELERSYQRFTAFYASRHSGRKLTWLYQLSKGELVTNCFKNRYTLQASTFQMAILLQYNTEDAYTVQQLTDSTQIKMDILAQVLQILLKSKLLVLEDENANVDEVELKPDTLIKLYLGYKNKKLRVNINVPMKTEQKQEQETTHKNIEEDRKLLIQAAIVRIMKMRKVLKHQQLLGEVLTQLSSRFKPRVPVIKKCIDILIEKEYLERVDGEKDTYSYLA
* hit, by the source's call. The list is partial, so the mix of outcomes need not match the whole.

Start of the listing, in advance:
ROC1-CUL1 inh | structure
-5 | CCOC(=O)C1=C(CSc2nc(-c3cccs3)cc(-c3ccc(Cl)cc3)c2C#N)OC(=N)C(C#N)C1c1ccc(F)cc1 (stereo not given)
5 | CCc1nnc2c(-n3nc(C)cc3C)nc3ccccc3n12
5 | Clc1ccc2c(c1)/C(=C\CBr)c1ccccc1CS2

All compounds of this part (from the top)
ROC1-CUL1 inh | structure
-5 | CCOC(=O)C1=C(CSc2nc(-c3cccs3)cc(-c3ccc(Cl)cc3)c2C#N)OC(=N)C(C#N)C1c1ccc(F)cc1 (stereo not given)
5 | CCc1nnc2c(-n3nc(C)cc3C)nc3ccccc3n12
5 | Clc1ccc2c(c1)/C(=C\CBr)c1ccccc1CS2
5 | COc1ccc(O)c(/C=N/NC(=O)Cn2cnc([N+](=O)[O-])n2)c1
-1 | Cc1[nH]c2ccccc2c1C(c1ccccc1)c1cccs1 (stereo not given)
0 | O=C(NNS(=O)(=O)c1ccc(Cl)cc1)NC1CCCCC1
3 | CNC(=S)C(C#N)c1nc2cccnc2n1C (stereo not given)
4 | CCOc1ccc(S(=O)(=O)c2c(C(=O)c3ccc(C)c(C)c3)cnc3ccccc23)cc1
-2 | CCCC(=O)N1CCN(Cc2ccc(F)cc2)CC1
-1 | O=S(=O)(Cc1ccccc1Cl)N1CCN(c2ccccc2F)CC1
7 | Cc1ccc(OS(=O)(=O)c2ccccc2)nc1
-10 | CSc1ncc(Cl)c(C(=O)Nc2nc(C)cs2)n1
6 | Cc1cccc(Oc2c(C(F)(F)F)oc3cc(OC(=O)c4ccccc4Cl)ccc3c2=O)c1
0 | COC(=O)CCC(=O)N1CCCC(N2CCN(c3ccc(F)cc3)CC2)C1 (stereo not given)
-5 | COc1ccccc1NC(=O)Cn1c(=O)n(Cc2nc(C)no2)c(=O)c2cc3c(cc21)OCO3
2 | Cc1cccc(CS(=O)(=O)NCc2ccccc2)c1
1 | CCN(CC)C(=O)Nc1ccc2c(c1)N(Cc1ccccc1)C(=O)c1ccccc1S2
10 | Cc1cc(=O)oc2c1cc(OCC(=O)NC(C)C)c1occ(C)c12
5 | Cc1nc(N2CCC(C(=O)N(C)Cc3ccc(C(F)(F)F)cc3)CC2)nc2ccccc12
-1 | O=C(CNC(=O)c1ccccc1Cl)OCc1cc(=O)n2ccsc2n1
-4 | CCn1c(C(O)c2cccc(OC)c2OC)nc2ccccc21 (stereo not given)
6 | COc1ccc(F)c(CN2CCC(CCC(=O)N3CCOCC3)CC2)c1
3 | Cc1ccc(CNC(=O)c2ccc3c(c2)CCN3S(=O)(=O)c2ccc(Br)cc2)cc1
-5 | CCOC(=O)c1c(N=CN(C)C)c2c(n1Cc1ccccc1)CC(C)(C)CC2=O
-1 | Cc1cccc(NS(=O)(=O)c2ccc3c(c2)CCN3C(=O)C2CC2)c1C
-5 | O=C(CCc1ccc(S(=O)(=O)NC2CCCCC2)cc1)NCc1ccccc1
-7 | COc1ccc(C(=O)Nc2nnc(SCc3cc(=O)n4cc(Cl)ccc4n3)s2)cc1
-6 | CCOc1cccc(C(=O)N2CCN(C3CCCCC3)CC2)c1
3 | CCOC(=O)c1c(C)n(C)c2cc(Br)c(O)c(O)c12
5 | Cc1cc(OC(C)C(=O)N2CCN(CCc3ccccn3)CC2)ccc1Cl (stereo not given)
-3 | Cc1ccc2oc(=O)n(CCCOc3ccc(Cl)cc3)c2c1
-2 | Cc1ccc2oc(C(=O)Nc3sc4c(c3C(=O)NCC3CCCO3)CCC4)cc(=O)c2c1 (stereo not given)
-4 | COc1cccc(CNC(=O)C2CCCN(c3nc4ccccc4n4cccc34)C2)c1 (stereo not given)
1 | CCCc1ccc(OCC(=O)Nc2scc(-c3cccs3)c2C(=O)OC)cc1
-3 | Cc1cccc(CN2CCC(C(=O)NCC3CCCO3)CC2)c1 (stereo not given)
-4 | CCc1c(CC(C)C)nc(N)c(C#N)c1-c1ccccc1Cl
1 | Cc1cc(C)n(-c2ccc(NC(=O)C3CCCCN3C(=O)c3cnccn3)cc2)n1 (stereo not given)
1 | CCc1noc(C)c1C(=O)Nc1cc(Cl)ccc1OC
-8 | Cc1cccc(CCNC(=O)CN(c2ccc(C(C)C)cc2)S(=O)(=O)c2c(C)nn(C)c2C)c1
-3 | CCOC(=O)c1c(-c2ccc(F)cc2)csc1NC(=O)COc1ccc2ccccc2c1
3 | CN(Cc1cccc(OCC(O)CN2CCOCC2)c1)C1CCOCC1 (stereo not given)
-5 | CCc1ccc(NC(=S)N=C2C(=O)N(c3ccccc3)N(C)C2C)cc1 (stereo not given)
3 | Cc1oc2ncnc(N3CCCCC3)c2c1C(=O)N1CCN(c2cccc(C(F)(F)F)c2)CC1
-5 | Cc1cccnc1Sc1ncccc1[N+](=O)[O-]
2 | Cc1nn(-c2ccc(N3CCCC3)nn2)c(C)c1CCC(=O)NCc1ccc(F)cc1
7 | C=C(C)Cn1c(SCC(N)=O)nc2c(c1=O)C1(CCCC1)Cc1ccccc1-2
-1 | O=C(Nc1cc(Cl)ccc1O)c1nc2nc(-c3cccs3)cc(C(F)(F)F)n2n1
9 | O=C1CN(S(=O)(=O)c2ccccc2)CCN1S(=O)(=O)c1ccccc1
3 | COc1ccc(N2CCN(C(=O)Nc3cc(C)ccc3C)CC2)cc1
-6 | COc1ccccc1NC(=O)c1sc2nc3c(C)cccc3cc2c1N
-15 | COc1cccc2cc(-c3nc4sc(C(=O)Nc5ccc(F)cc5F)c(C)c4c(=O)[nH]3)c(=O)oc12
9 | CC(C)(C)c1ccc(C(=O)Nc2ccc(I)c(C(=O)O)c2)cc1
4 | COCCN1CC(C(=O)N2CCSCC2)CCC1=O (stereo not given)
6 | CC1=Nc2nc(CCCO)nn2C(c2ccc(Br)cc2)C1C(=O)Nc1ccccc1 (stereo not given)
3 | O=C(c1cc[n+]([O-])cc1)N1CCC2(CCCN(CC3CCCCC3)C2)C1 (stereo not given)
4 | CC(C)CN(C)CC1(O)CCCN(Cc2ccc(F)c(F)c2)C1=O (stereo not given)
-1 | Cc1ccc(S(=O)(=O)NCc2ccccc2F)cc1
12 | O=c1[nH]c(=O)n(CC2CCCO2)c2nccc(-c3ccc(F)cc3)c12 (stereo not given)
7 | COc1ccc(N2CCN(C(=O)c3oc4cc(C)c(C)cc4c3C)CC2)cc1
5 | COc1cc(OC)cc(-c2nc3nc(C)c(CCC(=O)Nc4ccccc4)c(C)n3n2)c1

Next part.
ROC1-CUL1 inh | structure
9 | CS(=O)(=O)n1c(N)nnc(Nc2ccc(C(=O)O)cc2)c1=N
1 | CCN(CC)CC(O)COc1cc(CN2CCN(c3ncccn3)CC2)ccc1OC (stereo not given)
3 | CCN(CC)CCn1c(C)cn2c3c(=O)[nH]c(=O)n(C)c3nc12
3 | CCN1CCC(NC(=O)c2cccc(OC)c2OC)CC1
-8 | COc1ccc2c(c1)Sc1c(OC)cc(Cl)cc1C(N1CCN(C)CC1)C2 (stereo not given)
3 | CN1CCCC(O)(CNCCc2ccccc2F)C1=O (stereo not given)
-12 | CCn1c(SCC(=O)Nc2cc(Cl)ccc2C)nnc1-c1ccccc1
-1 | N#Cc1c(NC(=O)c2cccc([N+](=O)[O-])c2)sc2c1CCCC2
-2 | CCN(CC)C(=O)COc1ccc(S(=O)(=O)NCCc2ccc(OC)c(OC)c2)cc1
15 | Cc1ccc(Cn2c(N3CCN(C)CC3)nc3c2c(=O)n(C)c(=O)n3C)cc1
-5 | COC(=O)c1ncc(-c2ccccc2)nc1C(=O)OC
-8 | CCOc1ccc(-c2cc3nc(C4CCN(C(=O)OC(C)(C)C)CC4)c(C(=O)Nc4cccc(CC)c4)cn3n2)cc1
-5 | O=C(c1cc2ccc3cccnc3c2[nH]1)N1CCN(c2ccc(Cl)cc2)CC1
1 | O=C(Nc1cccc(NC(=O)C2CCCCC2)c1)C1CCCCC1
-16 | O=c1[nH]c(SC/C=C/c2ccccc2)nc2ccccc12
0 | COc1cc2ccccc2cc1C(=O)Nc1ccc(Cl)c(-c2nc3ccccc3o2)c1
8 | CC(Oc1ccccc1)C(=O)NC1CCCCCC1 (stereo not given)
2 | Cc1c(-c2nn3c(COc4ccc(F)cc4)nnc3s2)cnn1-c1ccccc1
-4 | Cc1cc(C)c2c(=O)cc(C(=O)Nc3sc4c(c3C(=O)NCC3CCCO3)CCCC4)oc2c1 (stereo not given)
-1 | OCCN1CCN(c2nc(-c3ccccc3)nc3c2oc2ccccc23)CC1
-6 | COc1cccc(CCNC(=O)C2C(=O)N=C3C=C(C)C=CN3C2=O)c1 (stereo not given)
6 | CN1CCN(C(=O)c2cnn(-c3ccccc3)c2NC(=O)c2ccc(Br)cc2)CC1
0 | COc1ccc2c(c1)c(C(C)=O)c(C)n2-c1ccccc1
12 | Cc1cc(OCc2ccc(Br)cc2)cc2c1/C(=N\O)CC(C)(C)O2
-5 | Cc1nc(CN(C)C(=O)C2(N3C[C@@H](C)O[C@@H](C)C3)Cc3ccccc3C2)cs1
3 | NC(=O)C1CCCN(Cc2cn(Cc3ccccc3)nc2-c2ccc3c(c2)OCO3)C1 (stereo not given)
-4 | COC(=O)c1ccccc1NC(=O)Cn1c(=O)n(CCC(=O)NCc2ccccc2OC)c(=O)c2ccccc21
0 | CCOc1ccc(N2CCCn3c2nc2c3c(=O)n(CC)c(=O)n2C)cc1
1 | O=C(C1COc2ccccc2O1)N1CCNCC1 (stereo not given)
-9 | CN(Cc1ccccc1)CC1(O)CCCN(Cc2ccccc2F)C1=O (stereo not given)

Taken from above:
Entry for COC(=O)c1ccccc1NC(=O)Cn1c(=O)n(CCC(=O)NCc2ccccc2OC)c(=O)c2ccccc21 under ROC1-CUL1 inh: -4
Entry for CC(Oc1ccccc1)C(=O)NC1CCCCCC1 (stereo not given) under ROC1-CUL1 inh: 8

Remaining list, next part
ROC1-CUL1 inh | structure
-2 | COc1ccc2c(c1)c(N=O)c(O)n2C
2 | CCOc1ccc(S(=O)(=O)c2cn(C)c3ccccc3c2=O)cc1
-2 | CC1(C)CC2(C)CC3=C(CC(O)C(C)(C)C3)C(O)(C1)C2 (stereo not given)
0 | COc1ccc(CCNC(=O)C(=O)NCC(c2ccc3c(c2)OCO3)N2CCOCC2)cc1 (stereo not given)
3 | Cc1cccc(NC(=O)c2ccc3oc(=O)c(S(=O)(=O)c4ccc(F)cc4)cc3c2)c1C
-1 | CC(C)C1=NOC(C(=O)N2CCC(CCC(=O)N(C)Cc3ccccc3)CC2)C1 (stereo not given)
0 | C=CCN1C(=O)S/C(=C\c2cc(C(C)C)c(OC)cc2C)C1=O
5 | O=C1S/C(=C/c2cc3c(cc2Br)OCO3)C(=O)N1CN1CCOCC1
-3 | Cc1sc2sc3c(Cl)cccc3c2c1C
0 | CC(=O)N1CCc2cc(CNS(=O)(=O)c3ccccc3C(F)(F)F)ccc21
-8 | Cc1ccc2c(c1)-c1c(ssc1=S)C(C)(C)N2C(=O)CN1C(=O)c2ccccc2C1=O
5 | O=C(Nc1cccc2nsnc12)c1ccc2nsnc2c1
7 | COc1ccc(N2C(C(C)=O)=NN(c3ccccc3)C2c2ccccc2)cc1 (stereo not given)
10 | COc1cc(-c2nnc(SCC(=O)c3ccc(Cl)cc3)n2C)cc(OC)c1OC
2 | C=CCN1C(=O)S/C(=C/c2cccn2-c2cccc(C(F)(F)F)c2)C1=O
-2 | CC(=O)c1cc(CN2CCCC(CO)(Cc3cccc(Cl)c3)C2)cs1 (stereo not given)
-16 | CCOC(=O)/C=C/c1cccc2c1sc1ccccc12
50* | CC(=O)NC1=NC(=O)/C(=C/c2cc(C)n(-c3cccc(C(=O)O)c3)c2C)S1
-7 | Nc1c(C(=O)Nc2ccccc2Cl)c2ccccn2c1C(=O)c1ccc(Cl)cc1
-6 | Cc1ccc(S(=O)(=O)c2cn(C)c3cc(N4CCCC(C)C4)c(F)cc3c2=O)c(C)c1 (stereo not given)
-2 | O=C(c1ccccc1)c1sc(N2CCCCCC2)nc1-c1ccccc1
-7 | Cn1cnc([N+](=O)[O-])c1Sc1ncnc2c1ncn2Cc1ccccc1
4 | O=S(=O)(Nc1ccc(-c2cn3cccnc3n2)cc1)c1cccc2ccccc12
2 | COC(=O)c1c(S(=O)(=O)NCc2ccc(Cl)cc2)sc2c1CCN(C(=O)C1CCC1)C2
6 | CC(C)(C)c1ccc(OCc2cc(=O)n3c4c(sc3n2)CCCC4)cc1
-4 | CCOC(=O)c1cccc(NC(=O)CSc2cc(=O)n(C)c3ccccc23)c1
-1 | Cc1cc2oc(C(=O)N(Cc3ccco3)Cc3ccccc3Cl)c(C)c2cc1C
-2 | CCN(CC)S(=O)(=O)c1ccc2c(c1)c(=O)c(C(=O)NCCc1ccc(OC)c(OC)c1)cn2C
-13 | CC(C)(C)C1=CC(=O)C(=O)C(C(C)(C)C)=C1
-6 | Cc1cc(C)n2nc(SC(C)C(=O)O)nc2n1 (stereo not given)

A run of entries of the results above, as a working copy:
ROC1-CUL1 inh | structure
-7 | Cn1cnc([N+](=O)[O-])c1Sc1ncnc2c1ncn2Cc1ccccc1
4 | O=S(=O)(Nc1ccc(-c2cn3cccnc3n2)cc1)c1cccc2ccccc12
2 | COC(=O)c1c(S(=O)(=O)NCc2ccc(Cl)cc2)sc2c1CCN(C(=O)C1CCC1)C2
6 | CC(C)(C)c1ccc(OCc2cc(=O)n3c4c(sc3n2)CCCC4)cc1
-4 | CCOC(=O)c1cccc(NC(=O)CSc2cc(=O)n(C)c3ccccc23)c1
-1 | Cc1cc2oc(C(=O)N(Cc3ccco3)Cc3ccccc3Cl)c(C)c2cc1C

(listing goes on)
ROC1-CUL1 inh | structure
-2 | Cc1cc(N2CCN(C)CC2)nc2ccc(NC(=O)Nc3ccc(F)cc3F)cc12
-2 | Cn1c(=O)c2c(nc(SCC(=O)Nc3ccc(F)c(F)c3)n2Cc2ccccc2F)n(C)c1=O
-2 | CCC(C)NC(=O)c1coc(COc2cccc(F)c2)n1 (stereo not given)
4 | O=c1[nH][nH]c(-c2ccccc2O)c1C(C[N+](=O)[O-])c1ccc(Cl)cc1Cl (stereo not given)
5 | CCOC(=O)/C(C#N)=C\c1cn[nH]c1-c1ccc(OC)c(OC)c1
-12 | Cc1ccc(-n2nc(C)c(C(=O)O)c2-n2cccc2)cc1
-7 | CC1=NC(=S)NC(c2ccc(Cl)cc2)C1C(=O)Nc1ccccc1Cl (stereo not given)
